All columns: NCI-60 one-dose screen, growth in % after 48 h at 10 µM unless noted; 100 = growth as untreated, 0 = no growth, -100 = all killed.
MDA-MB-468: MDA-MB-468 breast cancer; 78,000 tested, 8.5% active; AID 2202374
SR: SR leukemia cells; 73,000 tested, 8.7% active; AID 1794780
MDA-MB-231: MDA-MB-231 breast cancer. 81,000 tested, 5% active
BT-549: BT-549 breast cancer. 78,000 tested, 4.4% active. AID 1794793
K-562: K-562 leukemia. AID 1794777. 78,000 tested, 7.4% active
T-47D: T-47D breast cancer. 79,000 tested, 5% active. AID 1794792
MOLT-4: MOLT-4 leukemia cells | 80,000 tested, 6.9% active
MCF7: MCF7 breast cancer. 82,000 tested, 6.3% active. AID 1794796
Numbers without * were called inactive; nt = no result given; & = joins results of further samples; [ ] = another dose, or the depositor's remark. How the source made its calls: active means growth percent below 10; inactive means the rest.

SMILES | MDA-MB-468 | SR | MDA-MB-231 | BT-549 | K-562 | T-47D | MOLT-4 | MCF7
CCCCCC(=O)C(=O)c1ccc(O)cc1O | 93 | 101 | 116 | 94 | 110 | 100 | 109 | 99
COc1cccc(Sc2nc(N)nc3c2CCN(Cc2ccc(OC)cc2OC)C3)c1 | 74 | 71 | 78 | 96 | 72 | 71 | 77 | 79
Cc1cc(C#Cc2ccc(C(C)(C)C)cc2)ccc1-n1c(/C=C/c2cccc(Cl)c2)nc2ccccc2c1=O | 116 | 108 | 100 | 112 | 116 | 97 | 109 | 96
COc1ccc(-c2ncnc3c2ncn3C/C=C/Cn2cnc3c(-c4ccc(OC)cc4)ncnc32)cc1 | 122 | nt | 89 | 105 | 82 | 81 | 89 | 87
CCc1ncc(C(O)c2ccc(Cl)cc2)n1Cc1ccccc1 (stereo not drawn) | 72 | 92 | 94 | 90 | 77 | 79 | 91 | 94
CCOC(=O)C(=O)CC(=O)c1ccccc1 | 97 | 80 | 93 | 109 | 118 | 105 | 104 | 97
O=C(c1ccc(O)cc1)c1ccc(C(=O)c2ccc(O)cc2)cc1 | 56 | 124 | 94 | 104 | 68 | 69 | 73 | 95
COc1ccc(C(=O)c2oc3nc(-c4cccnc4)cc(-c4ccc(OC)c(OC)c4)c3c2N)cc1 | 101 | 82 | 94 | nt | 79 | 83 | 76 | 97
O=C(O)C1C2CCCCC2=C2CCCCC2C1C(=O)Nc1nccs1 (stereo not drawn) | 108 | 90 | 94 | 107 | 112 | nt | 92 | 103
N=C(N)N=Nc1ccc(O)cc1 | 88[100 µM] | 36[100 µM] | 103[100 µM] | 19[100 µM] | 17[100 µM] | 99[100 µM] | 88[100 µM] | 9.7*[100 µM]
O=C1C(C2SC(=S)N(C3CC3)C2=O)SC(=S)N1C1CC1 (stereo not drawn) | 72 | 92 | 98 | 91 | 94 | 90 | 101 | 81
C=C(C)[C@@H]1CC[C@]2(C(=O)NCCN(CCNC(=O)C(Cl)Cl)CCNC(=O)C(Cl)Cl)CC[C@]3(C)[C@H](CC[C@@H]4[C@@]5(C)CC[C@H](OC(C)=O)C(C)(C)[C@@H]5CC[C@]43C)[C@@H]12 | 63 | 69 | 78 | 93 | 50 | 43 | 47 | 50
CCCSc1nc(Nc2ccc(C(C)=O)cc2)c(C#N)c(-c2ccccc2)n1 | 115 | 106 | 101 | 116 | 100 | 114 | 101 | 101
C=C(C)[C@@H]1CC[C@]2(C(=O)Nc3ccc(S(=O)(=O)c4ccc(NCCC#N)cc4)cc3)CC[C@]3(C)[C@H](CC[C@@H]4[C@@]5(C)CCC(=O)C(C)(C)[C@@H]5CC[C@]43C)[C@@H]12 | 84[100 µM] | 117[100 µM] | 61[100 µM] | 91[100 µM] | 99[100 µM] | 81[100 µM] | 120[100 µM] | 83[100 µM]
NCC(c1ccccc1)c1ccccc1 | 97 | 105 | 97 | 100 | 101 | 94 | 94 | 93
COc1cc(OC)c(/C=C/C(=O)c2c(O)cc(OC)c(C3CCN(C)CC3)c2OC)c(OC)c1 | -91* | -22* | -68* | -6.5* | 9.7* | -74* | -34* | -86*
NCc1cc(Br)cc(Br)c1O | 90 | 96 | 102 | 109 | 108 | 93 | 92 | 105
CCOC(=O)/C(C#N)=N/Nc1cccc2c1C(=O)c1ccccc1C2=O | 110 | 98 | 106 | 87 | 96 | 93 | 88 | 87
CC(=O)N(c1ccccc1)c1nc2ccccc2s1 | nt | 125 | 98 | 80 | 104 | 92 | 107 | 107
C[n+]1c2ccccc2c(Nc2ccc(NS(=O)(=O)CCCCN=C(N)N)cc2)c2ccc(N)cc21 | 39 | nt | 94 | 89 | 41 | 22 | -13* | 20
Clc1nc(-c2csc(-c3cccs3)n2)cc2ccccc12 | 65 | 93 | 91 | 75 | 94 | 41 | 94 | 71
C#CCSc1nnc(-c2ccncc2)o1 | 113 | nt | 107 | 98 | 97 | nt | nt | 98
COc1ccc(/C=C2/SC(N3CCN(c4ccc(Cl)cc4)CC3)=NC2=O)cc1OC | 100 | 103 | 89 | 90 | 95 | 82 | 104 | 94
O=c1[nH]nc(-c2ccc(Cl)cc2)cc1Cc1ccc(O)cc1 | 117 | 40 | 95 | 208 | 89 | 96 | 91 | 97
O=C1c2ccc([N+](=O)[O-])cc2C(=O)N1C1c2ccccc2Oc2ccccc21 | 106 | 85 | 105 | 88 | 96 | 89 | 86 | 98
SMILES | MDA-MB-468 | SR | MDA-MB-231 | BT-549 | K-562 | T-47D | MOLT-4 | MCF7
CCN(CC)C(=O)c1ccc(Cc2n[nH]c(=O)c3cccnc23)cc1 | 93 | 116 | 92 | 92 | 98 | 97 | 101 | 94
O=C(Nc1ccc(S(=O)(=O)Nc2cscn2)cc1)c1cccs1 | 103 | 102 | 103 | 114 | 104 | 105 | 95 | 104
O=C1c2cccc3cccc(c23)C(=O)N1CCCCCCCCCCN1C(=O)c2cccc3cccc(c23)C1=O | 112 | 97 | 108 | 114 | 103 | 98 | 107 | 87
Cc1ccccc1-n1nnc(C(=O)Nc2ccc3cc(CN4CCNCC4)ccc3n2)c1C | 69 | 81 | 88 | 88 | 48 | 54 | 72 | 76
CN1CCN(c2ccc3c4c(cccc24)C(=O)N(c2cccc(-c4nn(-c5ccccc5)cc4-c4nc5ccccc5s4)c2)C3=O)CC1 | 94 | -25* | 34 | 97 | -58* | 109 | 47 | 5.1*
CC(=O)Nc1cccc(Cl)c1 | 109 | 102 | 104&104 | 99&103 | 92&81 | 84&176 | 101&51 | 100&105
Nc1nc(N)nc(N/C=C/C(=O)O)n1 | 104 | 126 | 109 | 103 | 119 | 104 | 127 | 91
COC(=O)CC1(CC(=O)OC)OCCO1 | 101 | 89 | 118 | 87 | 94 | 92 | 92 | 98
CC(=O)NNC(=O)c1ccc(C(=O)O)cc1 | 111 | 87 | 90 | 93 | 102 | 95 | 88 | 93
CCOC(=O)c1nc2cc(C#N)ccn2c1C(=O)c1ccc(OC)cc1 | 99 | 95 | 103 | 107 | 81 | 89 | 93 | 88
COc1ccc(/C=C2\N=C3Sc4cc(Cl)ccc4C(=O)N3C2=O)cc1 | 113 | 88 | 100 | 114 | 94 | 92 | 94 | 95
N#Cc1c(-c2ccc(Cl)cc2)nc2c(c(-c3ccccc3)nn2-c2ccccc2)c1-c1ccc2c(c1)OCO2 | 106 | nt | 100 | 101 | 101 | 106 | 97 | 95
Nc1nc(-c2ccccc2Cl)nn1-c1nc2ccccc2s1 | 105 | 103 | 102 | 117 | 105 | nt | 114 | 85
Nc1cc(N)ncn1 | 101 | 94 | 96 | 101 | 91 | 112 | 94 | 100
c1cnc2ccc3ncccc3c2c1 | 122 | 82 | 114 | 108 | 106 | 116 | 106 | 92
CS(=O)(=O)c1ccc(-c2nc3ccccn3c2/C=N/Nc2nc(-c3ccccc3)cs2)cc1 | 99 | 100 | 92 | 116 | 90 | 93 | 99 | 82
COc1ccc2c(c1)C(=O)/C(=C/c1cccc(OCC(=O)c3ccccc3)c1)O2 | nt | nt | 67 | -16* | -98* | -32* | -52* | 32
COc1cc(C(=O)Nc2cc(O)c(C/C=C(\C)CCC=C(C)C)c(O)c2)cc2c1O[C@]1(C)CC[C@@H](O)C(C)(C)[C@H]1C2 | 3.9* | 1.4* | -37* | 18 | -31* | 9.7* | -2.2* | 10
CCCCC1COc2cccc3c2N1C=C/C3=C\C(=O)N(C)c1cccc(Cl)c1 (stereo not drawn) | 84 | 95 | 103 | 107 | 91 | 89 | 87 | 104
COC(=O)c1cccc([N+](=O)[O-])c1Br | 95 | 122 | 106 | 99 | 116 | nt | 118 | 93
CCn1c(SCC(=O)Nc2cccc(C(=O)/C=C/c3cc(OC)c(OC)c(OC)c3)c2)nc2ccccc2c1=O | 32 | 5.8* | 23 | 53 | 13 | 49 | 22 | 20
CCCC(C)OC(=O)c1cccc([N+](=O)[O-])c1 (stereo not drawn) | 101 | 99 | 106 | 118 | 102 | 110 | 105 | 109
O=C(Cn1cc(CN2C(=O)c3ccccc3S2(=O)=O)nn1)Nc1ccccc1 | 104 | nt | 105 | 107 | nt | 91 | 101 | 92
O=C(O)c1ccc(-n2cc(CNc3cc(Br)cc(C(F)(F)F)c3)c(-c3ccc(F)cc3)n2)cc1 | 97 | 64 | 122 | 60 | 45 | 80 | 53 | 65
COC1=CC(=O)C(C)=CC1=O | nt | 151 | 100 | 95 | 149 | 115 | 142 | 89
SMILES | MDA-MB-468 | SR | MDA-MB-231 | BT-549 | K-562 | T-47D | MOLT-4 | MCF7
OCCNc1nc(Nc2ccc(C3=NN(c4cc(Cl)cc(Cl)c4)C(c4ccc(Cl)cc4)C3)cc2)nc(N2CCOCC2)n1 (stereo not drawn) | 97 | 91 | 75 | 104 | 76 | 70 | 68 | 57
O=C1CCC(N2C(=O)c3cccc(NCCOCCOCCOCCC(=O)NCCCC(=O)NC(c4ccc5c(c4)OCO5)c4cc(Cl)c5cccnc5c4O)c3C2=O)C(=O)C1 (stereo not drawn) | -34* | 5.4* | 25 | 11 | 23 | 16 | 8.2* | 11
O=C1[C@H]2Cc3c([nH]c4ccccc34)[C@H](c3ccc(Br)cc3)N2C(=O)CN1C1CCN(CC2CCCCC2)CC1 | 80 | -13* | 76 | 96 | 6.1* | 98 | 38 | 26
COc1ccc(-c2nc(SCC(C)C)nc(Nc3ccccc3)c2C#N)cc1 | 81 | 49 | 94 | 101 | 82 | 51 | 88 | 76
CCCCN(CCCC)CC1CC(C(C)(C)C)CCC1O (stereo not drawn) | 70 | 76 | 99 | 105 | 76 | 82 | 81 | 87
Oc1c(-c2[nH]c3ccccc3c2O)[nH]c2ccccc12 | 107 | 99 | 92 | 96 | 110 | 62 | 109 | 87
Cc1noc(C)c1-c1cc(O)cc(C(O)c2ccccc2)c1 (stereo not drawn) | 25 | 27 | 62 | 65 | 42 | 47 | 59 | 21
COc1cccc(/C=N/NC(=O)CSc2nc3ccccc3c(=O)n2Cc2ccc(S(N)(=O)=O)cc2)c1 | 108 | 84 | 88 | 91 | 60 | 64 | 65 | 84
O=S(=O)(Nc1nccs1)c1ccc(Nc2nc(-c3ccccn3)cs2)cc1 | 91 | 93 | 101 | 141 | 84 | 109 | 103 | 108
CC(O)c1ccc(NC(=O)C2CCN(c3nc(C(F)(F)F)ccc3C#N)CC2)cc1 (stereo not drawn) | 93 | nt | 96 | 74 | 73 | 77 | 84 | 83
COc1ccc(C(=O)c2cc(C(C)=O)c3ccc(C(C)=O)cn23)cc1 | 117 | 71 | 99 | 105 | 97 | 93 | 105 | 79
CNc1ccc(Cc2c[nH]c3ccccc23)cc1 | 103 | 82 | 87 | 83 | nt | 102 | 50 | 102
Cc1ccc(C(=O)CCCCC(=O)c2ccc(C)cc2)cc1 | 106 | 97 | 94 | nt | 97 | 111 | 95 | 83
COC(=O)c1cc(Nc2ccc(O)c3c2C(=O)c2c([N+](=O)[O-])ccc(O)c2C3=O)cc(C(=O)OC)c1 | 72 | 2.0* | 90 | 45 | 73 | 69 | 25 | 33
O=[N+]([O-])c1ccc(NS(=O)(=O)c2ccccc2)cc1 | 98 | 92 | 91 | nt | 96 | 108 | 95 | 92
CSc1nc(=O)n(Cc2ccc(Cl)cc2)c(=O)n1Cc1ccc(C(=O)O)cc1 | 107 | 111 | 102 | 101 | 106 | 108 | 89 | nt
CCc1c2cc(Cl)ccc2n2cc(Cc3ccccc3)[nH]c(=O)c12 | 115 | nt | 97 | 101 | nt | 104 | nt | nt
Cc1cc(C(=O)Nc2ncc(Cc3ccccc3)s2)c(C)o1 | 59 | 90 | 61 | 76 | 41 | 46 | 64 | 30
Clc1ccc(CSc2cnnc3ccccc23)cc1Cl | 84 | 61 | 75 | 94 | 62 | 72 | 72 | 83
CC(=O)Nc1ccc2c(c1)CN1C(=O)c3ccccc3C1=N2 | 105 | 87 | 108 | 105 | 97 | 107 | 92 | 96
N/C(=N\c1nc2ccccc2s1)C(Cl)(Cl)Cl | 95 | 112 | 86 | 109 | 100 | 91 | 98 | 88
CC(=O)c1ccc(-n2c(-c3cc(-c4ccsc4)n[nH]3)n[nH]c2=S)cc1 | 97 | 94 | 105 | 95 | 105 | 103 | 88 | 90
COc1ccc2nc(N)ccc2c1 | 38 | 71 | 89 | 108 | 64 | 64 | 109 | 66
COc1ccc(/C(C)=C(\c2ccc(Cl)cc2)c2ccc(OCCN3CCOCC3)cc2)cc1 | 102 | 76 | 93 | 101 | 61 | 85 | 81 | 99
CCNC(=O)c1[nH]cc(-c2ccccc2)c1-c1ccccc1OC | 104 | 95 | 98 | 100 | 94 | 96 | 103 | 115
